Screens deposited in PubChem BioAssay by National Center for Advancing Translational Sciences (NCATS).
LDHA block: inhibitors of human lactate dehydrogenase A; activity change, % (values are at about 110 or 230 µM); 0.15% of 480,000 active; purified LDHA, NADH/diaphorase-resazurin fluorescence; stronger effect = lower value; AID 1347041; in the data active = activity change below about -30%; inconclusive = mostly about -25% to -30%;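 also: plate controls were DMSO wells for no effect and wells without enzyme for full effect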
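Resorufin fluorescence (ex540/em590), read at 0 and 20 min after diaphorase/resazurin addition, reports the NADH left after a 5 min room-temperature reaction of 2 nM human LDH5 with 0.06 mM NADH and 0.2 mM pyruvate.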
USP1 inh: USP1/UAF1 (human) deubiquitinase inhibition; O94782; recombinant USP1/UAF1, Ub-Rhodamine cleavage fluorescence; Potency, µM (doses to about 57.1 µM), without a hit: at the highest dose activity change, negative = inhibition, most hits filed as inhibitors; 0.23% of 390,000 active; AID 743255; also: potency is read from the fitted curve at half-maximal effect; % is scaled to controls: 0 for no effect and ±100 for the full control effect; nearly all actives have a fitted effect of over 60% in size; inactives centre near -12
Target sequence (O94782 whole entry, looked up): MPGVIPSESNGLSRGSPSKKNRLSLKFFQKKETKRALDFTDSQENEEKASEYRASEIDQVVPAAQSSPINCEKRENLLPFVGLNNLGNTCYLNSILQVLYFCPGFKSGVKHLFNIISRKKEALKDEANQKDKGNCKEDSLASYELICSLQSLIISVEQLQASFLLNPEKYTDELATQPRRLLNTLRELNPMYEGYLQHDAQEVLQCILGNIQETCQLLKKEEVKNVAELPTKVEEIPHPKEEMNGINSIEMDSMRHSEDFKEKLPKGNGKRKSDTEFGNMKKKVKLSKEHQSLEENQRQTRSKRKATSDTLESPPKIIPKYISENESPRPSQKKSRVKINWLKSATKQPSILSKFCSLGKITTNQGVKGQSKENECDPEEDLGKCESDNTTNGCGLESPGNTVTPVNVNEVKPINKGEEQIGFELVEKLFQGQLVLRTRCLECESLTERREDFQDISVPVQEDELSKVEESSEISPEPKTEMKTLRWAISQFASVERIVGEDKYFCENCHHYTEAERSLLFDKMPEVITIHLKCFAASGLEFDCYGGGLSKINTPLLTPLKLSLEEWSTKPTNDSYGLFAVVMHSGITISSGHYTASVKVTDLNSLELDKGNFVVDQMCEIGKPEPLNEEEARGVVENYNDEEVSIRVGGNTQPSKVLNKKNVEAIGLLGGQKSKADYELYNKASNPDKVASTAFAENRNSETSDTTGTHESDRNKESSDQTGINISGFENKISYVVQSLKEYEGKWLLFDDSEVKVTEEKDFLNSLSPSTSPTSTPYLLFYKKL
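High-throughput fluorogenic screen: 1nM USP1/UAF1 complex, Ub-Rho substrate 150nM final, 50mM HEPES pH 7.8 with 0.5mM EDTA, 0.1 mg/ml BSA, 1mM TCEP and 0.01% Tween-20.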
Vif-APOBEC3G blk: Vif-A3G binding inhibition. Q9HC16. HeLa A3G-eYFP + Vif (tagged APOBEC3G with the HIV-1 protein that degrades it), YFP fluorescence, overnight. Potency, µM (series often up to 46.1 µM), without a hit: at the top dose activity, negative = active, usual class: inhibitors. 0.076% of 410,000 active. AID 602310;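 also: potency is read from the fitted curve at half-maximal effect; % is scaled to controls: 0 for no effect and ±100 for the full control effect; nearly all actives have a fitted effect of over 60% in size; hits raise eYFP signal because A3G escapes Vif-driven loss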
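HeLa cells stably expressing Vif and C-terminally eYFP-tagged A3G, seeded overnight at 37 deg C, then exposed to compound by pintool overnight at 37 deg C. Rise in yellow fluorescence (Ex 488/Em 500-530, Acumen) marks blocked Vif-driven A3G degradation.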
TrxR1 substrate: rat thioredoxin reductase 1 substrate activity; 0.01% of 390,000 active; O89049; Potency, µM (titrated, usually from 114 µM), for inactives: at the top dose activity change, negative = substrate turnover; purified TrxR1 substrate turnover, NADPH consumption readout; also: potency is read from the fitted curve at half-maximal effect; % is scaled to controls: 0 for no effect and ±100 for the full control effect; nearly all actives have a fitted effect of over 50% in size
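Rat TrxR1, dispensed at 90 nM, was prereduced with 400 uM NADPH (final) for 5 min at ~22 deg C, then incubated with compound 15 min before 400 uM selenite. A first-read NADPH fluorescence drop versus no-compound background flagged substrates.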
rTrxR1 inhibitor: rat TrxR1 inhibition; O89049; recombinant rTrxR1, NADPH fluorescence consumption, selenite substrate; Potency, µM (titrated, usually from 114 µM), for inactives: at the top dose activity change, negative = inhibition, actives largely listed as inhibitors; 1% of 390,000 active; AID 588453; also: potency is read from the fitted curve at half-maximal effect; % is scaled to controls: 0 for no effect and ±100 for the full control effect; nearly all actives have a fitted effect of over 65% in size
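Rat TrxR1 (90 nM in the dispensed reagent) was pre-reduced with 400 uM NADPH for 5 min at room temperature, then incubated with compound for 15 min. After 400 uM selenite was added, NADPH fluorescence (Ex 340/Em 450 nm) was followed for 8 min.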
mIDH1 inhibitor: human IDH1 R132H inhibition | O75874 | IDH1-R132H enzyme, NADPH consumption, diaphorase/resazurin fluorescence | Potency, µM (titrated, usually from 76.6 µM), inactives show top-dose activity change, negative = inhibition, hits mostly inhibitors | 0.093% of 390,000 active; also: potency is read from the fitted curve at half-maximal effect; % is scaled to controls: 0 for no effect and ±100 for the full control effect; nearly all actives have a fitted effect of over 65% in size
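IDH1-R132H (0.5 ug/mL) preincubated 30 min with compound, then NADPH (0.016 mM) and alpha-KG (2 mM) added; 80 min at RT, pH 7.5. Remaining NADPH coupled via diaphorase/resazurin to fluorescence (540/590 nm); concentration-response curves normalized to no-enzyme control.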
GRP78 ERSR act: induces the endoplasmic reticulum stress response in human glioma cells; U87-MG GRP78 promoter luciferase reporter, 16 h; Potency, µM, inactives show at the top dose activation, most hits filed as activators; 0.02% of 420,000 active; AID 602332; also: potency is read from the fitted curve at half-maximal effect; series mostly up to about 76 µM; % of control where 0% means no effect; nearly all actives have a fitted effect of over 35% in size
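Stably transfected U87-MG human glioma cells carrying a GRP78-based luminescent sensor were seeded at 1000 cells/well, pin-dosed with compounds and incubated 16 h. Luciferase reagent was then added, and end-point luminescence was read after 10 min at room temperature.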
Vif-APOBEC3F blk: blocks the Vif interaction with APOBEC3F | HeLa A3F-eYFP + Vif (tagged APOBEC3F with the HIV-1 protein that degrades it), YFP fluorescence increase | Potency, µM (titrated, usually from 46.1 µM), for the others: at the top dose activity, negative = active | 0.2% of 390,000 active | AID 602313; also: potency is read from the fitted curve at half-maximal effect; % of control where 0% means no effect; nearly all actives have a fitted effect of over 65% in size
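Fluorescence increase (Ex 488/Em 500-530) after overnight compound treatment at 37 deg C flags inhibition of Vif-driven A3F-eYFP loss in stable HeLa A3F-eYFP/Vif cells seeded overnight beforehand.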
RGS4 inhibitor: inhibitors of human regulator of G protein signaling 4. P49798. 0.039% of 390,000 active. Transcreener GDP fluorescence polarization, RGS4-accelerated GTP hydrolysis. Potency, µM (highest dose often 114 µM), for inactives: at the highest dose activity change, negative = inhibition, hits mostly inhibitors; also: potency is read from the fitted curve at half-maximal effect; % is scaled to controls: 0 for no effect and ±100 for the full control effect; nearly all actives have a fitted effect of over 75% in size; some results filed as inactive show a strong effect at the top dose
Target sequence (P49798 whole entry, looked up): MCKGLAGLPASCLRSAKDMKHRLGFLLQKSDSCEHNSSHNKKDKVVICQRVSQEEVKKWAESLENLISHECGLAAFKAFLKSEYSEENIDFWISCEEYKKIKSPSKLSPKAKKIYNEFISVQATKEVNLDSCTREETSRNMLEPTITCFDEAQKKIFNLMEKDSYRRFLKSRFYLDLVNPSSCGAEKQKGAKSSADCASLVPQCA
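MLSMR compounds (23 nl, pin-transferred) preincubated 10 min at room temperature with a 500nM (2x) first reagent, then RGS4 at 900nM (2x) plus Transcreener GDP mix added; fluorescence polarization (620/688 nm) read before and after 90 min at 30 °C.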
* = called active by the depositor; ? = inconclusive; · = not tested or not shown; & = joins results of further samples; [ ] = another dose, or the depositor's remark. Unless noted, calls follow the shape of the dose curve; as a rule, active = well fitted curve in the direction sought with a large enough effect; inconclusive = small, poorly fitted or top-dose-only effect, or another doubt; inactive = no such curve, though single readings can be large; an effect the other way counts as inactive or inconclusive. Not all compounds are listed, so the mix of outcomes need not match the whole.

1: CC(OC(=O)Cc1ccc(Cl)cc1)C(=O)NC1CCCCC1C (stereo not given)
2: CCC1CCCCN1C(=O)Cn1c(=O)n(CCC(=O)NCc2ccco2)c(=O)c2sccc21 (stereo not given)
3: Cc1ccc(OCCOCCN2CCCCC2)c([N+](=O)[O-])c1
4: Cc1ccc(C(=O)Nc2ccc(-c3nc4ccccc4s3)cc2C)cc1C
5: O=C(CSc1ncc(C(F)(F)F)cc1Cl)N1CCNC1=O
6: COc1ccc(S(=O)(=O)N/N=C\c2ccc(OC)c(COc3ccc(C)cc3[N+](=O)[O-])c2)cc1
compound no.,1,2,3,4,5,6
LDHA block,-7,-5,-6,-4&-6,-3,-2
USP1 inh,-3%,-5%,-10%,-12%,-18%,-17%
Vif-APOBEC3G blk,-1%,0%,0%,0%,2%,1%
TrxR1 substrate,-9%,-7%,0%[57.1 µM],72%[activator],-5%,-9%
rTrxR1 inhibitor,-8%,-7%,18%[57.1 µM],47%[activator],17%,-5%
mIDH1 inhibitor,4%,-1%,8%,-9%,1%,1%
GRP78 ERSR act,-5%,-2%,-3%,-1%,1%,0%
Vif-APOBEC3F blk,-5%,1%,10%,3%,8%,5%
RGS4 inhibitor,2%,-19%,0%,15%,-35%,0%

7: COc1ccc(/C=N/NC(=O)c2cc[n+]([O-])cc2)cc1OC
8: Nc1ncnc2c1nc(Br)n2[C@@H]1O[C@@H]2COP(=O)(O)O[C@H]2[C@H]1O
9: Nc1ccc2nc3c(=O)[nH]c(=S)[nH]c3nc2c1
10: O=C(/C=C/c1ccccc1Cl)OCC(=O)N1CCc2ccccc21
11: C[C@@H]1CCCCO[C@H](CN(C)Cc2ccc(C(F)(F)F)cc2)[C@H](C)CN([C@@H](C)CO)C(=O)c2cc(NC(=O)Cc3ccccc3)ccc2O1
12: CCOc1ccccc1NC(=S)N1CCN(c2nc(-c3cccc(OC)c3)cs2)CC1
compound no.,7,8,9,10,11,12
LDHA block,-2,-6,2,0,0,-6
USP1 inh,-16%,15%,28µM*,-29%,?,-11%
Vif-APOBEC3G blk,3%,0%,-1%,-2%,-11%,-8%
TrxR1 substrate,-9%,-3%,-14%,·,·,7%
rTrxR1 inhibitor,0%,4%,?,·,·,32%[activator][57.1 µM]
mIDH1 inhibitor,0%,-1%,10%,5%,4%,12%
GRP78 ERSR act,-2%,-2%,-2%,-2%,-3%,3%
Vif-APOBEC3F blk,-13%,-3%,?,-1%,-5%,-8%
RGS4 inhibitor,?,16%,-121%,·,·,-17%

13: COc1ccc(-c2cc3ccccc3oc2=O)cc1NC(=O)c1ccc(Br)o1
14: COc1ccc(Br)cc1CNC(=O)Cc1c(C(=O)O)[nH]c2ccc(Cl)cc12
15: S=c1[nH]nc(-c2cccc(Cl)c2)n1/N=C/c1ccc(-c2ccccc2Br)o1
16: CCN1CCN(C(=O)C2CCN(c3nnc(-n4c(C)ccc4C)s3)CC2)CC1
17: CCCOc1ccc(C(=O)N2CCCC2C(=O)O)cc1 (stereo not given)
18: Cn1c(SCC(=O)NC(=O)Cc2ccccc2)nnc1-c1ccc(F)cc1
compound no.,13,14,15,16,17,18
LDHA block,0,-16,-6,3,1,-7
USP1 inh,-20%,-9%,-21%,-20%,-1%,-22%
Vif-APOBEC3G blk,?,0%,-11%,5%,-1%,-1%
TrxR1 substrate,31%[57.1 µM],6%[57.1 µM],2%,7%[57.1 µM],3%,6%
rTrxR1 inhibitor,-7%[57.1 µM],16%[57.1 µM],13%,-6%[57.1 µM],-4%,15%
mIDH1 inhibitor,8%,7%,10%,-3%,0%,-5%
GRP78 ERSR act,-6%,9%,-2%,-1%,-3%,-2%
Vif-APOBEC3F blk,?,9%,-24%,-4%,-8%,5%
RGS4 inhibitor,-51%,5%,-19%,-1%,10%,6%

19: CCOC(=O)[C@@H]1[C@H]2COc3ccccc3[C@H]2N2C(=O)N(c3ccccc3)C(=O)[C@]12C
20: Clc1cc(Br)ccc1OCCOCCN1CCCC1
21: Cc1ccc(-n2nc(C)c3c(C)c(CCC(=O)NCCCOC(C)C)c(C)nc32)cc1
22: C=C1CC(Cn2cc(Br)c(=O)[nH]c2=O)(c2ccc(-c3ccccc3)cc2)OC1=O (stereo not given)
23: Cc1ccc(N(CC(=O)NCCc2ccccc2C)S(=O)(=O)N(C)C)cc1
24: CC(C)(C)c1ccc(/C=C/C(=O)NCCCn2ccnc2)cc1
compound no.,19,20,21,22,23,24
LDHA block,2,-19,1,-6,-4,-11
USP1 inh,?,-4%,-6%,-4%,-9%,-13%
Vif-APOBEC3G blk,-3%,0%,-5%,-14%,3%,-1%
TrxR1 substrate,3%,-1%,59%[activator],-1%,-4%,13%[57.1 µM]
rTrxR1 inhibitor,23%,2%,15%,7.1µM*,7%,7%[57.1 µM]
mIDH1 inhibitor,14%,3%,6%,?,1%,18%
GRP78 ERSR act,0%,-4%,-3%,-12%,-3%,6%
Vif-APOBEC3F blk,1%,-6%,2%,1%,-3%,3%
RGS4 inhibitor,-7%,10%,19%,?,21%,20%

25: COC(=O)Oc1cncc(C(=O)O)c1
26: N#CCCN1CCN(Cn2c3ccccc3c3ccccc32)CC1
27: c1ccc(CN2CCN(c3nc4ccccc4s3)CC2)cc1
28: O=C1NC2(CCCCCC2)C(=O)N1Cc1cccc([N+](=O)[O-])c1
29: O=C(COc1ccc(F)cc1)N(Cc1ccco1)C1CCS(=O)(=O)C1 (stereo not given)
30: CN(c1ccccc1)S(=O)(=O)c1ccc2ccccc2c1
compound no.,25,26,27,28,29,30
LDHA block,0,-2,-9,0,-9,1
USP1 inh,4%,-14%,-10%,-21%,-6%,-26%
Vif-APOBEC3G blk,-5%,-3%,-1%,-5%,-7%,-25%
TrxR1 substrate,-3%,-4%,-5%,3%,1%,7%
rTrxR1 inhibitor,3%,-28%,-3%,25%,16%,26%
mIDH1 inhibitor,12%,7%,-6%,-6%,0%,7%
GRP78 ERSR act,-2%,7%,-5%,-3%,-2%,0%
Vif-APOBEC3F blk,-13%,-3%,16%,12%,10%,-5%
RGS4 inhibitor,20%,-31%,0%,-51%[56.9 µM],14%,-31%

31: Cn1c2ccccc2c2cc(/C=C(\NC(=O)c3ccccc3)C(=O)NCC(=O)O)ccc21
32: CCCCc1nn2c(=O)cc(COC(=O)c3cccc(NC(=O)c4cccc(C)c4)c3)nc2s1
33: COc1ccc(/C=C(\NC(=O)c2ccc(C)cc2)C(=O)N2CCCCC2)cc1
34: Cc1nc2ccc(NC(=S)N3CCC(C)CC3)cc2nc1C
35: COc1ccc(NC2CCCN(C(=O)c3csc(C(C)C)n3)C2)cc1OC (stereo not given)
36: CCOc1ccccc1NC(=O)C1CCN(S(=O)(=O)c2c(C)noc2/C=C/c2ccc(C)cc2)CC1
compound no.,31,32,33,34,35,36
LDHA block,-23,-16,-4,26,27,4
USP1 inh,-14%,?,-26%,-7%,-8%,-17%
Vif-APOBEC3G blk,-25%,3%,0%,-3%,2%,1%
TrxR1 substrate,-10%,3%[57.1 µM],1%,2%,-5%,3%[57.1 µM]
rTrxR1 inhibitor,-21%,10%[57.1 µM],16%,-12%,1%,28%[57.1 µM]
mIDH1 inhibitor,-7%,-3%,-4%,-2%,1%,12%
GRP78 ERSR act,-4%,-6%,-2%,0%,-1%,-3%
Vif-APOBEC3F blk,?,0%,-8%,-18%,-5%,-1%
RGS4 inhibitor,21%,25%,12%,-16%,0%,-15%

Arranged by heavy-atom count (largest number first): some entries from above
32: CCCCc1nn2c(=O)cc(COC(=O)c3cccc(NC(=O)c4cccc(C)c4)c3)nc2s1
31: Cn1c2ccccc2c2cc(/C=C(\NC(=O)c3ccccc3)C(=O)NCC(=O)O)ccc21
34: Cc1nc2ccc(NC(=S)N3CCC(C)CC3)cc2nc1C
compound no.,32,31,34
LDHA block,-16,-23,26
USP1 inh,?,-14%,-7%
Vif-APOBEC3G blk,3%,-25%,-3%
TrxR1 substrate,3%[57.1 µM],-10%,2%
rTrxR1 inhibitor,10%[57.1 µM],-21%,-12%
mIDH1 inhibitor,-3%,-7%,-2%
GRP78 ERSR act,-6%,-4%,0%
Vif-APOBEC3F blk,0%,?,-18%
RGS4 inhibitor,25%,21%,-16%

(listing goes on)
37: Cc1ccc(C(=O)Nc2ncc([N+](=O)[O-])s2)cc1
38: COc1ccc(N(C=O)C(C(=O)Nc2c(C)cccc2C)c2ccccc2)cc1 (stereo not given)
39: O=C(c1cn(-c2ccccc2)nc1-c1ccc(Cl)cc1)N1CCOCC1
40: CCOC(=O)N1CCC(N2CC34C=CC(O3)C(C(=O)Nc3ccc(C)cc3)C4C2=O)CC1 (stereo not given)
compound no.,37,38,39,40
LDHA block,-3,-4,-13,-1
USP1 inh,-23%,-10%,-6%,-16%
Vif-APOBEC3G blk,0%,-1%,0%,-8%
TrxR1 substrate,-20%,-8%,-5%,7%[57.1 µM]
rTrxR1 inhibitor,-30%,9%,10%,9%[57.1 µM]
mIDH1 inhibitor,25%,0%,0%,-2%
GRP78 ERSR act,-15%,2%,-2%,-3%
Vif-APOBEC3F blk,-5%,4%,-14%,-2%
RGS4 inhibitor,-33%,-1%,1%,3%
